aDG glyco up = increases alpha dystroglycan glycosylation | Pro5-aDG cells, alpha-DG glycosylation AlphaScreen (IIH6); 0% Pro5, 100% B10-LARGE cell signal | activation, % at 10 µM | 0.22% of 360,000 active | AID 624168;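 active = activation of at least 8% versus controls, or a plate z-score of at least 8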;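 also: Pro5 are CHO cells carrying HIG-tagged alpha-DG that lacks glycosylation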
TWEAK Fn14 block = TWEAK-Fn14 signaling inhibition | TWEAK-stimulated Fn14 reporter cells, luciferase luminescence, 8 h | inhibition, % at 10 µM | 2% of 360,000 active; in the data active = inhibition above about 50%
NR2E3 ag-1 = activates human NR2E3 receptor; Q9Y5X4; CHO-S Gal4-NCOR/VP16-NR2E3 two-hybrid, luciferase; inhibition of corepressor binding, % at 3.98 µM; 0.35% of 360,000 active; AID 602229;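 active = inhibition above the mean of all tested compounds plus 3 SD, cut at about 70% in these data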;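 also: 0% = DMSO with NR2E3 transfected cells and 100% = cells lacking NR2E3 construct; higher means lower luciferase signal from less NR2E3 corepressor binding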
Target sequence (Q9Y5X4 whole entry, looked up, the tested form may be a part): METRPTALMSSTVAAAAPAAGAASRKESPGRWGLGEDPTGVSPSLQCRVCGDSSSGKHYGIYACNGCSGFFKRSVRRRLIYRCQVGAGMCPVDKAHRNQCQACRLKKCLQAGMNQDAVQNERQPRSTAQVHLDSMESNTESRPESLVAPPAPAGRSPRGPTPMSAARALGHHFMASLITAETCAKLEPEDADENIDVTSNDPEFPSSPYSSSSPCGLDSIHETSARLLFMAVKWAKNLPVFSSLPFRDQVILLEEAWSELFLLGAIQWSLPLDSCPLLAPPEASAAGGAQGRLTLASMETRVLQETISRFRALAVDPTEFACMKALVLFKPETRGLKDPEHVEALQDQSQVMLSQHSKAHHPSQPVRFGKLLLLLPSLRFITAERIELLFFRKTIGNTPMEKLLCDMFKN
Peg3 prom inh = reduces Peg3 promoter-driven luciferase expression in HeLa. inhibition, % at 20 µM. HeLa PEG-Prom luciferase reporter, luminescence, overnight. 1.7% of 360,000 active;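 active = inhibition of at least 50% at 20 µM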
KKLEB tox = CF airway cell cytotoxicity counter-screen; KKLEB CF airway cells viability, ATPlite luminescence, overnight; hits give low values; cells stimulated with P. aeruginosa culture filtrate; activity change (cytotoxicity), % at 5 µM; 0.36% of 360,000 active;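 active = corrected activity change at or below -50% at 5 µM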
CF NFkB inh = blocks PAF-induced NF-kB reporter in cystic fibrosis cells; AID 588850; KKLEB NF-kB-GFP reporter, GFP fluorescence overnight; 0.86% of 360,000 active; inhibition, % at 5 µM;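 active = at least 50% inhibition at 5 µM, scaled per plate between neutral and stimulator controls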;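 also: PAF is a Pseudomonas aeruginosa culture filtrate used as stimulus; plate controls were PAF-stimulated DMSO wells for no effect and unstimulated DMSO wells for full effect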
HIF-2a inh = inhibitors of HIF-2a | 786-0 RCC cells HIF-2a reporter, luciferase luminescence, overnight | inhibition, % at 18.8 µM | 0.72% of 360,000 active;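 active = inhibition of the luminescence signal of 40% or more relative to plate controls, in a single-dose primary screen at 18.75 µM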
iPSC survival up = hiPSC single-cell survival enhancement | AID 602274 | ATPlite luminescence; 100% = ROCK inhibitor wells, 0% = DMSO | 0.044% of 360,000 active | survival enhancement, % at 20 µM; in the data active = survival enhancement above about 18%;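 also: cells exposed to compounds for 16 hours before the ATP read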
Shn3 3UTR inh = reduces Shn3 3'UTR luciferase signal in osteoblasts | Clone20 osteoblast Shn3 3'UTR firefly luciferase, 24 h | inhibition, % at 12.5 µM | 0.52% of 360,000 active | AID 588674;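 active = mean inhibition of at least 75% with every replicate also reaching 75%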;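 also: 0% = median of neutral control wells and 100% = pilot-screen positive control compound; some compounds past the cut are filed as inactive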
TRPM1 prom inh = MITF TRPM1 promoter inhibition in SK-MEL-5 cells; SK-MEL-5 TRPM1 promoter luciferase, 24 h; AID 488899; inhibition, % at 12.5 µM; 0.83% of 330,000 active;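 active = mean inhibition across replicates of 60% or more, whatever share of single replicates reaches that level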; also: values of inactives mirror those of a sister screen read the other way
NR2E3 ag-2 = agonists of human nuclear receptor NR2E3; Q9Y5X4; GST-NR2E3/biotin-RetCOR TR-FRET, 1536-well; inhibition of corepressor binding, % at 4.78 µM; 0.12% of 320,000 active; AID 2300;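 active = percent inhibition above the cutoff of mean plus 3 SD of all tested compounds, set per screening campaign, cut at about 20% in these data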;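 also: 0% = DMSO wells and 100% = biotin wells as full block of FRET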
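Format: 1536-well format; test system: GST-NR2E3 and biotin-RetCOR proteins; read-out basis: percent inhibition of TR-FRET ratio; timing: 5 h incubation at 4 °C; detection: time-resolved FRET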
* marks the source's active call; other numbers are inactive results; · = not tested or not shown.

The line under a structure holds: aDG glyco up, TWEAK Fn14 block, NR2E3 ag-1, Peg3 prom inh, KKLEB tox, CF NFkB inh, HIF-2a inh, iPSC survival up, Shn3 3UTR inh, TRPM1 prom inh, NR2E3 ag-2
- COc1ccc(C(NC(=O)c2cccc(F)c2)c2ccccc2)cc1 (stereo not given)
 : 0.1, 0, -26, 5, 5, 10, 7, 0.3, 7, 5, -1
- Cc1cccc(OCCC(=O)Nc2ccc(C)c(S(=O)(=O)N3CCOCC3)c2)c1
 : 0.9, -9, -11, 22, -6, -7, 9, 1.0, 3, 5, ·
- CN(Cc1nc(-c2cnccn2)no1)Cc1n[nH]c2c1CCCC2
 : -0.3, -20, -4, -6, 2, 3, 16, -1.3, -4, 0, ·
- CC(=O)c1cccc2c(O)c(C3=Nc4ccccc4C3=O)[nH]c12
 : 0.5, 11, 1, -212, -1, 4, -178, -3.2, -73, 40, 6
- CCCN(CCC)c1c([N+](=O)[O-])c(=O)oc2ccccc12
 : -0.1, 9, 2, 7, -5, -17, 17, -1.2, 4, 10, -1
- O=C(O)C1CCCCC1C(=O)Nc1cnn(Cc2ccccc2)c1 (stereo not given)
 : 0.1, 0, -17, 2, -7, 9, 15, -0.6, 5, 8, 2
- CCOC(=O)N1CCN(c2c(NCCc3ccc(C)cc3)c(=O)c2=O)CC1
 : -0.2, -21, -8, 1, 9, 10, -2, -1.1, -3, -2, -1
- CC(=O)N(CCS(=O)(=O)c1ccc(Cl)cc1)Cc1cccs1
 : 0.1, -1, 6, 14, -6, 0, -5, -0.8, -6, -1, 2
- CN(Cc1ccccc1)C(=O)COc1ccc(C(C)(C)C)cc1
 : -0.1, -28, -109, -130, -1, 0, -124, -0.1, -23, -20, 1
- O=C(Nc1cccc(S(=O)(=O)N2CCOCC2)c1)c1cnn2c(C(F)F)cc(-c3ccccc3)nc12
 : 0.1, -28, 7, 24, -9, -31, 18, 2.0, 21, -9, -2
- COc1ccc(C(C#N)=Cc2ccccc2OC)cc1
 : -0.1, 5, -7, -2, 4, -25, -48, -1.1, 4, ·, ·
- O=C(N/C(=C\c1ccco1)C(=O)N1CCOCC1)c1ccc([N+](=O)[O-])cc1
 : 0.0, 0, -16, 11, -2, -14, 2, 0.6, -16, 7, 1
- COCC(=O)Nc1ccc(S(=O)(=O)Nc2cc(C)nc(C)n2)cc1
 : -0.2, -5, -3, -8, 5, 3, 14, 0.7, 9, -10, -1
- CC(C)CC(=O)Nc1cc([N+](=O)[O-])ccc1Cl
 : -0.2, -1, -31, 7, 8, 4, 4, -1.3, -3, 5, 1
- COc1cc(NC(=O)C[n+]2ccc(C(=O)c3ccccc3)cc2)cc(OC)c1
 : -0.2, 2, -5, 0, -3, 7, 10, -0.9, -4, 19, ·
- Cc1ccc(NC(=O)CN2CCc3ccccc3C2)cc1F
 : 0.0, -20, -13, -8, -9, -2, -36, -0.5, -12, -4, 1
- CCOC(=O)N1CCN(C(=O)c2ccc3c(c2)sc2nc(-c4ccccc4)cn23)CC1
 : 1.7, 29, -69, -169, -5, -1, -305, 5.4, -95, -41, -1
- CNC(=O)c1c(C)nn(-c2ccc(F)c(Cl)c2)c1-c1cc(C)on1
 : -0.1, 4, -2, 14, 9, -14, 25, 0.0, 5, ·, 3
- Cc1ccc(NC(=O)C(=O)NCc2ccc(/C=C(/C#N)C(=O)NCc3cccnc3)o2)cc1C
 : 0.2, 23, -32, 8, -14, -14, -2, 0.7, 20, 4, 3
- CN(C(=O)c1cccc(NC(=O)Cc2ccc(NC(=O)C3CCCN(C(=O)C4CCC4)C3)cc2)c1)C1CCCCC1 (stereo not given)
 : -0.1, 21, -17, 13, 16, 0, -8, 1.3, 11, 13, ·

Continued.
The line under a structure holds: aDG glyco up, TWEAK Fn14 block, NR2E3 ag-1, Peg3 prom inh, KKLEB tox, CF NFkB inh, HIF-2a inh, iPSC survival up, Shn3 3UTR inh, TRPM1 prom inh, NR2E3 ag-2
- CCOC(=O)Nc1ccc2c(CN(C)Cc3ccc(F)cc3)cc(=O)oc2c1
 : 0.2, -28, -8, 12, -2, 23, 2, 1.3, 10, 2, 5
- Cc1cccc(NC(=O)COC(=O)c2ccc3c(=O)n4c(nc3c2)CCC4)c1
 : -0.3, -4, -16, 8, 1, -9, 0, 1.7, 11, 11, -2
- CC12CC(NC(=O)N1c1cccc(C(=O)NCc3ccccn3)c1)c1ccccc1O2 (stereo not given)
 : 0.0, 4, 2, 14, -3, -8, 7, 0.4, 3, -1, -1
- COc1ccc(C(NC(=O)/C=C\c2ccco2)c2ccc(OC)c(OC)c2)cc1 (stereo not given)
 : 0.0, -5, -6, 2, -5, 3, -5, 0.1, -6, -2, -1
- CCCSc1cc(NCCOC(=O)CCC)c([N+](=O)[O-])c2nonc12
 : -0.5, 21, -26, 56*, -2, -6, 14, -1.3, 4, -6, 3
- Cc1nc2ccccc2c(=O)n1/N=C/c1cn[nH]c1-c1ccccc1
 : -0.2, 9, -4, 15, -16, 12, 19, 0.0, -33, ·, -3
- CC1(C(=O)NS(=O)(=O)c2cccs2)CCN1C(=O)C1(c2ccc(Cl)cc2)CCC1 (stereo not given)
 : -0.2, -35, 23, 8, -7, -14, 16, 6.3, 2, ·, ·
- Nc1c(C(=O)CSc2nnnn2-c2ccccc2)c(=O)[nH]c(=O)n1C1CC1
 : 0.0, -22, -7, 16, 12, -2, 9, -3.1, -11, -5, ·
- O=[N+]([O-])c1cccc(S(=O)(=O)N2CCc3ccccc3C2)c1
 : -0.1, -8, -20, 9, -2, -9, 13, -0.2, 17, -4, -3
- CCc1cccc2c(C(=O)C(F)(F)F)cn(CC(=O)N3CCOCC3)c12
 : 0.2, -16, -28, 2, 3, -27, 27, -1.4, -1, 4, 4
- COc1ccc(OCCn2c(C)nc3ccccc32)cc1
 : 0.9, -50, 4, -1, 4, -22, 2, -3.2, 34, ·, ·
- CCCNC(=O)C1(C)CCCN(C(=O)c2ccccc2OC)C1 (stereo not given)
 : 0.1, -3, 8, -7, -13, 14, -1, 2.6, 1, ·, ·
- CCOC(=O)c1ccc(NC(=S)N2CCCC(C)C2)cc1 (stereo not given)
 : 0.0, 13, 7, -59, 3, -13, -36, -1.1, 19, -11, 2
- COc1ccccc1/C=C/C(=O)NCc1ccccn1
 : -0.1, -20, -13, -2, 1, -9, -7, 0.9, -2, 8, 3
- CCN(CC)CCCNC(=O)Cn1ncc2c(=O)oc3ccc(C)cc3c21
 : -0.1, 6, -27, 1, 18, -17, 5, -1.1, -3, ·, 1
- COc1ccc(C(=O)NCC(=O)OCC(=O)c2ccc(Cl)cc2)cc1OC
 : -0.1, 0, -22, -4, -12, 23, 1, -0.2, 10, 1, -1
- CCOC(=O)CC(NC(=O)C1c2ccccc2Oc2ccccc21)c1ccccc1Cl (stereo not given)
 : 0.0, 12, -5, 12, 0, -10, 4, 0.0, 36, -2, 1
- C=CCNC(=O)CC1C(=O)NCCN1Cc1ccc(-c2ccccc2)cc1 (stereo not given)
 : 0.4, 6, 13, 6, -3, 2, 8, 0.2, -6, -5, 1
- Cc1ccc(-n2c(Cn3nc(C(F)(F)F)cc3C)n[nH]c2=S)cc1
 : -0.2, 1, 3, 0, 1, 7, -2, 0.6, -25, 5, 3
- COc1ccccc1-c1sc2cc3c(cc2c1C#CCO)OCO3
 : 0.0, -1, -7, 4, 11, -16, -2, 3.4, -6, 25, 3

More structures.
The line under a structure holds: aDG glyco up, TWEAK Fn14 block, NR2E3 ag-1, Peg3 prom inh, KKLEB tox, CF NFkB inh, HIF-2a inh, iPSC survival up, Shn3 3UTR inh, TRPM1 prom inh, NR2E3 ag-2
- CCN(CC)S(=O)(=O)c1cccc(NC(=O)COc2ccc(Cl)cc2Br)c1
 : 0.4, 1, 12, -26, 6, -2, -35, 4.2, 4, -14, -2
- C[C@@H]1CN([C@H](C)CO)C(=O)CCCn2nncc2CO[C@@H]1CN(C)C(=O)C1CC1
 : -0.2, 11, -30, 10, 0, -9, 6, 1.6, -49, ·, ·
- O=C(NCCC1CCCCN1S(=O)(=O)c1ccc(Cl)cc1)C(=O)NCCN1CCOCC1 (stereo not given)
 : -0.1, 9, 14, -15, 12, -33, 27, -0.3, 12, 8, 3
- O=C(c1cc2c(=O)oc3ccccc3c2s1)N1CCOCC1
 : -0.1, -5, -63, -14, 2, 8, -8, -2.2, -29, -47, -2
- NC(=O)c1sc2nc3c(c(-c4ccc(Cl)cc4)c2c1N)CCCC3
 : -0.3, -1, -13, 29, -6, 48, 25, -0.8, -18, -4, 3
- CCOc1ccc(NC(=O)CN(C)C(=O)c2ccc3c(c2)C(=O)N(CCC(C)C)C3=O)cc1OCC
 : 0.0, 5, 9, -6, -2, -6, 17, -0.6, -12, 7, 1
- CC(C)CCN1C(=O)c2ccc(C(=O)Nc3ccc(Br)cc3C(=O)O)cc2C1=O
 : -0.1, -3, 6, 12, 4, 25, 11, 0.1, -11, 2, 2
- COc1cccc2cc(C(=O)NCCN3CCOCC3)oc12
 : -0.6, 14, -12, -8, 1, -6, 14, -0.3, -38, 1, 1
- Cc1ccc(C)c(S(=O)(=O)N2CCCOC2CNC(=O)C(=O)NC2CCCCC2)c1 (stereo not given)
 : 0.1, -6, -29, -25, 14, -1, -16, 0.2, -95, -29, 0

Source: PubChem (several laboratories)
